CXCR6 block: CXCR6 receptor inhibitors, primary screen, cell-based, beta-arrestin, luminescence, CHO-K1 PathHunter, 1536-well | C-X-C chemokine receptor type 6 (Homo sapiens), O00574 | inhibition, % at 20 µM | actives 0.36% (n = 360,000); in the data active = inhibition above about 34%, passing the limit was not always enough;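 also: antagonist mode with CXCL16 agonist at 10 nM final; 0% = 10 nM CXCL16 with DMSO and 100% = unstimulated wells without agonist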
Target sequence (O00574 whole entry, looked up): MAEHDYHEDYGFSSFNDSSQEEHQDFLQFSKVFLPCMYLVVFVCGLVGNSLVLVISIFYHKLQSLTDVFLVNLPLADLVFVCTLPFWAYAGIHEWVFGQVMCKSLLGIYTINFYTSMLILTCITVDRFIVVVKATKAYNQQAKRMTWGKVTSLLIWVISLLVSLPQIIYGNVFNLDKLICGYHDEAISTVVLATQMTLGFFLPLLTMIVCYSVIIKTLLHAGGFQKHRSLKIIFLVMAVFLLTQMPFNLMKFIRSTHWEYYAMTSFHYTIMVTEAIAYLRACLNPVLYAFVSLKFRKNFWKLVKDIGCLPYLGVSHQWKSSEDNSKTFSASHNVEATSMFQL
APJ antag: antagonists of human apelin receptor APJ, primary screen, CHO-K1 cells, beta-arrestin complementation, luminescence | P35414 | inhibition, % at 20 µM | actives 0.32% (n = 330,000) | AID 2521, 2010;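 active = inhibition above about 40% at 20 µM, limit read from the data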;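 also: cells challenged with 10 nM apelin-13 agonist together with compound; plate controls were apelin-13 plus DMSO wells for no effect and DMSO wells lacking apelin-13 for full effect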
Target sequence (P35414 whole entry, looked up): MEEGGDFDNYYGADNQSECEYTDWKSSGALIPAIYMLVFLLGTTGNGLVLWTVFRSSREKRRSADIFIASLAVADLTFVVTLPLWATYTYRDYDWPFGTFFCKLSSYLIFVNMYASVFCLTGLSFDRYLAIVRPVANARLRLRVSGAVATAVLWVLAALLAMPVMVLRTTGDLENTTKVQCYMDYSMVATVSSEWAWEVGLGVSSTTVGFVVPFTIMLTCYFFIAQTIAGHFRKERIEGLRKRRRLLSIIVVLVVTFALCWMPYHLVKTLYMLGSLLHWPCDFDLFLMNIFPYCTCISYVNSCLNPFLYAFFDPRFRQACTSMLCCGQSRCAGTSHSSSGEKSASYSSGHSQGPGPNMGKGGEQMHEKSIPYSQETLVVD
TIM10 inh: growth inhibitors of isogenic TIM10 control yeast, primary screen, counter-screen for tim10-1 yeast inhibitor project, luminescence, uHTS | actives 1.4% (n = 330,000) | inhibition, % at 10 µM | S. cerevisiae TIM10 strain growth, BacTiter-Glo luminescence, 24 h;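 active = inhibition of 40% or more at the single tested concentration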;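 also: wild-type TIM10 isogenic control strain grown at permissive 25 °C; 0% = DMSO yeast wells and 100% = minimal medium wells without yeast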
UPR XBP1 act: activators of adaptive XBP1 UPR arm, primary screen, cell-based, CHO-XBP1 luciferase reporter, luminescence, uHTS; AID 463104, 2010; IRE1-XBP1 UPR activation; percent of tunicamycin response, DMSO as zero; activation, % at 20 µM; actives 0.33% (n = 330,000);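 active = versus positive control, 20 µM dose yields 30% or more activation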;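 also: 100% = tunicamycin at 10 µg/mL and 0% = DMSO only wells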
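incubation = overnight seeding at 37 °C, 6 h compound treatment at 37 °C | assay system = CHO-XBP1 cells stably carrying IRE1-XBP1-driven luciferase reporter | input = 1000 cells per well | detection = luciferase luminescence | dosing = single point, 20 µM final compound, 1% DMSO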
APJ ag: agonists of human apelin receptor APJ, primary screen, CHO-K1 cells, PathHunter beta-arrestin, luminescence; P35414; 0% DMSO wells, 100% apelin; activation, % at 20 µM; actives 0.11% (n = 330,000); AID 2520, 2010;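 active = activation more than six SD over the plate average, tested at 20 µM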;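 also: 0% = DMSO alone and 100% = apelin-13 at 10 nM; some results filed as inactive read as strong as hits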
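Assay system – PathHunter CHO-K1 APJ (AGTRL-1) beta-arrestin reporter cells · Compound – one dose, 20 µM compound, 1% DMSO · Timing – compound 90 min 25 °C, reagent 1 h · Measured by – luminescence from split beta-galactosidase complementation, Galacton Star/Emerald II substrate · Measure – beta-arrestin recruitment to APJ as agonist activity, luminescent signal · Benchmarks – DMSO vs Apelin-13 10 nM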
UPR CHOP act: activators of apoptotic CHOP UPR arm, primary screen, cell-based, CHO-CHOP luciferase reporter, luminescence, uHTS. UPR activation; percent of tunicamycin response over DMSO baseline. activation, % at 10 µM. actives 0.34% (n = 330,000). AID 449763, 2010;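 active = at 10 µM dose, activation of 40% or more, normalized to positive control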;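 also: 100% = tunicamycin at 10 µg/mL and 0% = DMSO alone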
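System: CHO-CHOP luciferase reporter cell line | Buffer or medium: F12 medium containing 10% fetal bovine serum | Doses: One dose, 10 µM in 0.5% DMSO | Times: 6 h compound exposure at 37 °C after overnight seeding | Signal: Luciferase luminescence | Read-out: % activation vs tunicamycin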
tim10-1 inh: growth inhibitors of tim10-1 mutant yeast, primary screen, luminescence, uHTS. inhibition, % at 20 µM. S. cerevisiae tim10-1 ts strain growth, BacTiter-Glo, 24 h. actives 2.2% (n = 330,000);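 active = inhibition of at least 40%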;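 also: mutant grown at 25 °C; 0% = DMSO wells with yeast and 100% = wells holding no yeast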
tim23-1 inh: growth inhibitors of tim23-1 mutant yeast, primary screen, luminescence, uHTS. S. cerevisiae tim23-1 growth, BacTiter-Glo luminescence, 24 h. inhibition, % at 20 µM. actives 1.3% (n = 330,000). AID 463212, 2010;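 active = growth inhibition of the mutant yeast at or above 50%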;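 also: temperature-sensitive mutant grown at 25 °C; plate controls were DMSO-treated mutant yeast for no effect and medium wells lacking yeast for full effect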
Mdm2 MdmX PPI: inhibitors of human Mdm2-MdmX association, primary screen, cell-based, luminescence, split luciferase, SaOS-2, uHTS; Protein Mdm4 (Homo sapiens) + E3 ubiquitin-protein ligase Mdm2 (Homo sapiens), …; SaOS-2 split-luciferase Mdm2/MdmX complementation; inhibition, % at 8 µM; actives 3% (n = 330,000); AID 485346, 2010;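 active = inhibition of at least 50% at 8 µM in the primary screen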
Active calls of the source: *; & = joins results of further samples. The list is partial; rates above refer to the full screens.

Structure	CXCR6 block	APJ antag	TIM10 inh	UPR XBP1 act	APJ ag	UPR CHOP act	tim10-1 inh	tim23-1 inh	Mdm2 MdmX PPI
CCOC(=O)C1=C(C)NC(=O)NC1c1ccc(OC(=O)c2ccco2)c(OC)c1 (stereo not given)	4	11	1	2	2	-1.8	-6	-6	6
CCOc1ccc(NC(=O)C2CCCN(c3c(CC)c(C)nc4ncnn34)C2)cc1 (stereo not given)	4	7	-8	4	0	2.6	24	21	16
CC(=O)NS(=O)(=O)c1ccc(NC(=O)CCC(=O)Oc2ccc(C)cc2)cc1	-6	-17	6	-1	1	-0.3	12	6	-8
Cc1ccc(NC(=O)c2c([N+](=O)[O-])c(C(C)(C)C)nn2C)c(C)c1	-2	5	20	-3	-1	0.2	27	36	13
CCCC(C)c1nnc(NC(=O)c2cc(C(=O)OC)cc([N+](=O)[O-])c2)s1 (stereo not given)	3	-20	23	0	-5	-1.7	29	36	14
Cc1ccc(-n2c3c(c(=O)[nH]c2=O)C(NS(=O)(=O)c2ccc(C)cc2)(C(F)(F)F)C(=O)N3)cc1 (stereo not given)	-1	7	2	-2	-3	-1.1	1	-1	2
C/C(=N\NC1=NCCN1)c1ccccc1	-12	2	-28	-1	0	4.8	-2	-4	21
CC(C)N(NC(=O)c1cccc2ccccc12)C(C)C	-8	14	3	-4	-3	0.5	16	12	18
N#Cc1cc(Sc2ccccn2)c([N+](=O)[O-])cc1C#N	2	-28	-8	-2	3	1.3	27	9	18
CC[C@H](C)[C@H](NC(=O)CNC(=O)COc1cc2c(c3oc(=O)cc(C)c13)CCC(C)(C)O2)C(=O)O	0	4	15	1	0	0.6	14	7	11
CC(=O)c1ccc([N+](=O)[O-])cc1	0	-14	-1	0	-1	1.1	9	7	2
COc1cc(C2CC(C(F)(F)F)n3ncc(C(=O)O)c3N2)cc(OC)c1OC (stereo not given)	-4	-7	0	-1	-1	0.1	7	15	-17
CC(C)(C)CN1CCC(Oc2cccc(C(=O)NCCCOc3cccnc3)c2)CC1	-4	0	1	-6	-3	0.9	19	12	27
CCc1ccc(NS(=O)(=O)c2ccc3[nH]cc(C(=O)N4CCCCC4)c(=O)c3c2)cc1	-1	3	-4	-2	3	0.2	8	7	8
COc1cc(NC(=O)CN2CCN(CC(=O)Nc3ccccc3OC)CC2)cc(OC)c1	5	-17	4	-2	-4	1.1	25	14	18
CCCCNC(=O)CN(c1cccc(F)c1)S(C)(=O)=O	3	-5	5	-1	1	-0.7	11	16	3
Cc1ccc(NC(=O)C(C)OC(=O)c2n[nH]c3ccccc23)cc1 (stereo not given)	-8	-4	-2	-2	-4	3.5	-20	-4	-32
CCOC(=O)/C(C#N)=N/Nc1ccccc1C#N	2	17	-2	-1	-5	1.3	6	12	11
CCOc1cccc(C(c2c(C)n(C)n(-c3ccccc3)c2=O)c2c(C)n(C)n(-c3ccccc3)c2=O)c1OC	-8	14	4	-2	-2	1.9	9	8	-5
O=C(NC(=S)Nc1ccccn1)c1cncc(Br)c1	23	23	6	-1	-4	7.2	32	30	-13
Cc1nn(-c2ccccc2)c(N2CCCC2)c1/C=N/NC(=O)c1ccccc1O	-4	1	23	-2	-2	0.5	16	19	21
O=C(Cn1c(C(F)(F)F)nc2ccccc21)N/N=C/c1ccco1	-14	-17	-15	-2	1	-0.3	3	-8	16
Cc1ccc(-c2nn(-c3ccccc3)cc2C2CC(c3cccs3)=NN2C(=O)CCC(=O)O)cc1 (stereo not given)	-5	-2	16	-4	6	1.7	14	14	-25
O=C(COC(=O)c1ccc2ncsc2c1)NCc1cccc(Cl)c1	3	-3	-2	-1	-5	0.9	-35	1	24
S=C(Nc1ccccc1Cl)N1CCC(c2ccccc2)C1 (stereo not given)	0	-10	31	-2	0	3.5	21	35	-84
CCN(Cc1ccc(OC)c(F)c1)C(=O)/C=C/c1ccc(S(=O)(=O)N2CCOCC2)cc1	-2	-56	17	1	1	0.6	24	26	10
O=S(=O)(c1cccc(-c2cn3ccccc3n2)c1)N1CCCCC1	-16	-45	-2	-9	4	-1.0	23	30	-5
O=C(NCc1ccc(Cl)cc1)C1CCCN(C(=O)c2ccc(Cl)cc2)C1 (stereo not given)	6	12	-5	0	-5	-1.0	-3	18	15
CC(C)(C)OC(=O)C[C@@H]1C/C=C\C[C@@H](CC(=O)N[C@H](CO)Cc2ccccc2)C(=O)NCCOC1=O	-5	2	6	-2	-3	1.6	-6	-6	25
N#C/C(=N\Nc1cccc([N+](=O)[O-])c1)C(=O)c1ccc(Br)cc1	3	34	24	1	-3	1.7	28	28	97*
CN(c1ccc(C(=O)NCc2cccnc2)cc1)S(=O)(=O)c1ccc(Cl)cc1	-1	-22	-12	-3	-2	2.5	-12	9	18
CCCCNc1c(-c2ccc(SC3CCCCC3)c(OC)c2)nc2ccc(C)cn12	-1&5	6	17	-3	-1	1.3	25	32	47
Cc1nn(Cc2ccccc2Cl)c(Cl)c1C(=O)NCCc1ccccc1	-7	-8	14	-2	-3	4.4	23	1	-209
COCCN(CCOC)C(=O)CCn1c(=O)oc2ccccc21	1	3	-8	-2	-4	-0.2	2	-2	4
COCCn1c(C)cc(C(=O)COC(=O)c2ccc[nH]c2=O)c1C	-5	5	4	-6	-4	-4.8	-2	7	20
O=C(NCC(=O)N1CCCCC1)c1ccc(Br)o1	8	6	6	-1	9	1.5	9	14	-2
CN(C)C(=S)NC(=O)c1cccc(Cl)c1	4	16	0	2	-2	-0.9	14	2	-5
O=C(c1ccco1)N(Cc1cc2ccccc2[nH]c1=O)C1CCCCC1	0	8	8	-4	-3	-2.1	11	7	13
Cc1cc(C)nc(NS(=O)(=O)c2ccc(NC(=O)C3(c4ccc([N+](=O)[O-])cc4)CCCC3)cc2)n1	7	-20	6	1	1	3.6	7	12	-7
Brc1cc2c(cc1Br)OCCOCCOCCOCCO2	0	15	0	-3	-3	-2.1	22	21	-7
CCc1ccc(OCC(=O)NNC(=O)c2cc3ccccc3o2)cc1	1	-6	-11	-2	2	-1.4	-11	8	4
COc1ccc(-n2nnnc2SCC(=O)c2ccc(O)c(O)c2)cc1	3	-3	2	15	-2	9.3	17	-24	1
O=C(COC(=O)/C=C/c1ccccc1Cl)NC(=O)NC1CCCC1	2	1	5	-2	-6	-0.6	25	40	12
COCCNC(=S)N1CCc2cc(OC)c(OC)cc2C1COc1ccc(C(C)C)cc1 (stereo not given)	-2	20	7	0	1	2.3	27	13	27
COc1ccccc1N1CCN(C(=O)c2ccc3c(=O)n(Cc4ccc5c(c4)OCO5)c(=O)[nH]c3c2)CC1	4	-1	-1	-3	4	0.1	-5	-8	33
COc1cc(OC)cc(C(=O)N[C@H](C(=O)NCc2ccc(F)cc2)C(C)C)c1	-7	7	16	0	-3	-1.6	8	6	-9
Brc1cccc(CN2CCN(c3ncccn3)CC2)c1	-6	-4	2	-5	2	-0.7	6	12	-7
O=C(Nc1ccn(Cc2ccccc2)n1)c1n[nH]c([N+](=O)[O-])c1Cl	9	20	17	-9	-3	-4.0	2	20	-130
CC1(NC(=S)N(CCO)CCO)CCS(=O)(=O)C1 (stereo not given)	4	-10	-13	-2	-6	6.1	-15	-4	6
COc1ccc(NC(=O)CSCC(=O)N2c3ccccc3CCc3ccccc32)cc1	-4	-3	16	1	-6	-0.4	34	25	13
O=c1c2c(-c3ccccc3)csc2ncn1/N=C/c1cccc([N+](=O)[O-])c1O	20	26	16	3	-5	-0.1	19	24	21
COc1ccc(NC(=O)Nn2cnnc2)cc1OC	-13	14	1	-3	-3	-0.2	-25	-9	7
O=C(CSc1n[nH]c(-c2ccccc2)n1)Nc1ncccn1	2	3	-1	2	-4	1.4	0	-1	0
CCc1nnc(NC(=O)CSc2nc(C)nc3c2c(=O)n(C)c(=O)n3C)s1	-2	4	8	3	-3	1.8	10	16	16
CCCn1c(SCC(=O)Nc2ccccc2C(=O)OC)nc2c1c(=O)n(C)c(=O)n2C	1	-2	46*	3	-2	-2.3	60*	31	-17
C/C(=N\N=C1\NC(=O)CS1)c1cccs1	-5	-12	8	3	-3	1.6	17	8	16

Next entries:
Structure	CXCR6 block	APJ antag	TIM10 inh	UPR XBP1 act	APJ ag	UPR CHOP act	tim10-1 inh	tim23-1 inh	Mdm2 MdmX PPI
Cn1cc(CN2CCN(c3ncccn3)CC2)c(-c2cccc(Cl)c2)n1	8	-5	-9	1	-2	0.9	1	16	12
Cc1ccc(S(=O)(=O)N2CCCN(C(=O)CNC(=O)c3ccccc3)CC2)cc1	-2	20	-6	-1	-3	-0.9	-10	6	26
O=C(Nc1ccc(Cl)c(S(=O)(=O)N2CCOCC2)c1)C1CCC1	-16	-5	16	-3	-3	1.1	25	27	-1
COC(=O)c1cccc(N(C(=O)CNC(=O)c2cccs2)C(C(=O)NCC2CCCO2)c2ccc(OC)c(OC)c2)c1 (stereo not given)	-1	14	7	6	-1	-0.3	-3	1	-16
COC(=O)c1ccc(Cn2c(O)c(N=O)c3ccccc32)o1	3	19	3	-1	-4	-1.2	21	2	27
Cc1c(Cl)cccc1NC(=O)Cn1cccc1	6	-12	13	0	-1	1.0	7	4	-3
c1csc(CNc2ncnc3nc[nH]c23)c1	-1	-69	0	1	-2	2.4	5	17	16
CCOCCn1ccc2c(OCC(=O)Nc3cc(OC)ccc3OC)cccc2c1=O	4	5	0	-4	1	2.7	1	9	37
Cc1nn(Cc2c(F)c(F)c(F)c(F)c2F)c(C)c1NC(=O)c1c([N+](=O)[O-])c(C)nn1C	0	20	6	-1	3	-2.6	4	0	23
CCOc1ccc(S(=O)(=O)N(C)CC(=O)NCc2ccc3c(c2)OCO3)cc1	-8	4	15	-2	-1	-0.9	1	11	-2
CCNC(=S)Nc1ccccc1-c1ccccc1	-2	-12	8	0	-3	-1.5	16	2	0

Screens (PubChem)
